# HTR5A inv ag: HTR5A inverse agonists in luminescence cell assay, primary screen, counter-screen for OPRM1-OPRD1 heterodimer inverse agonist project, full-deck HTS; 5-hydroxytryptamine receptor 5A (Homo sapiens), P47898; HTR5A cell line, inverse agonism; inhibition, % at 9.3 µM; 340,000 compounds, 0.083% hits; AID 504634, 2011; in the data active = inhibition mostly above about 23%, no sharp cut-off; inactive = mostly below about 18%;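 also: 0% = cells with DMSO and 100% = no-cell wells with DMSO; some compounds called inactive have numbers as strong as hits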
# V-ATPase pHluor: regulators of yeast V-ATPase proton pumping, primary screen, pHLuorin cytosolic pH fluorescence; response, % at 10 µM; S. cerevisiae; 350,000 compounds, 0.37% hits; in the data active = response mostly above about 7.3%, no sharp cut-off; inactive = mostly below about 5.4%; also: actives read high; inactives centre near 0; some compounds called inactive have numbers as strong as hits; reference of the scale not given here
# HTR5A ag ctr: HTR5A agonists in luminescence cell assay, primary screen, counter-screen for OPRM1-OPRD1 heterodimer agonist project, full-deck HTS; 5-hydroxytryptamine receptor 5A (Homo sapiens), P47898; cell-based; activation, % at 9.3 µM; 340,000 compounds, 0.61% hits; AID 504692, 2011; in the data active = activation mostly above about 9.5%, no sharp cut-off; inactive = mostly below about 7.6%;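 also: 0% = cells with vehicle only and 100% = reference agonist; strong numbers were not always called active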
# SR-BI DiI inh: inhibitors of SR-BI mediated HDL lipid uptake, primary screen, ldlA[mSR-BI] cells, fluorescence, single point; Scavenger receptor class B member 1 (Mus musculus), Q61009; ldlA[mSR-BI] CHO cells, DiI-HDL uptake fluorescence, 3 h; inhibition, % at 12.5 µM; 320,000 compounds, 0.96% hits;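 active = mean replicate inhibition of at least 70% and a set share of replicates each scoring 70 or more; inconclusive = meets just one of the two criteria; inactive = fails both criteria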;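 also: 0% = median of neutral control wells and 100% = median of positive control wells; values of inactives mirror those of a sister screen read the other way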
# dFosB activator: activators of delta FosB homodimer, primary screen, biochemical, fluorescence polarization, TAMRA-CDK5 oligo, single point; Protein FosB (Mus musculus), P13346; purified delta FosB; percent of positive-control signal above neutral wells; 340,000 compounds, 0.99% hits; activation, % at 25 µM;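 active = mean activation above about 17%, with every replicate also reaching it, limit read from the data, passing the limit was not always enough; inconclusive = only one of the two conditions met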;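 also: fluorescence polarization rise as delta FosB binds a TAMRA Cdk5 AP-1 oligo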
# PvdQ inh: P. aeruginosa PvdQ acylase inhibitors, primary screen, biochemical, fluorescence, plate reader and imaging, single point; PvdQ acylase [Pseudomonas aeruginosa LESB58]; 340,000 compounds, 0.063% hits; inhibition, % at 10 µM; purified PvdQ acylase; in the data active = inhibition above about 30%, passing the limit was not always enough; inconclusive = no clear call, values can overlap the other calls;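 also: 0% = vehicle neutral wells and 100% = reference inhibitor wells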
# MITF act: activators of MITF-driven TRPM1 promoter reporter, primary screen, cell-based, SK-MEL-5, luciferase, single point. SK-MEL-5 TRPM1-promoter luciferase, 24 h; % of positive control, neutral wells = 0. activation, % at 12.5 µM. 300,000 compounds, 0.75% hits;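 active = mean activation of at least 80% with every replicate also reaching 80%; inconclusive = mean reaches 80% but some replicate falls short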;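 also: 0% = neutral control wells and 100% = parthenolide positive control wells; values of inactives mirror those of a sister screen read the other way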
# NSD2 HMT inh: NSD2 histone methyltransferase inhibitors, primary screen, biochemical, AlphaScreen, single concentration, set 2. Histone-lysine N-methyltransferase NSD2 (Homo sapiens), O96028. NSD2 peptide methylation, 120 min. inhibition, % at 12.5 µM. 310,000 compounds, 0.54% hits. AID 743445, 2014; in the data active = inhibition above about 50%
# Target sequence (O96028 whole entry, looked up): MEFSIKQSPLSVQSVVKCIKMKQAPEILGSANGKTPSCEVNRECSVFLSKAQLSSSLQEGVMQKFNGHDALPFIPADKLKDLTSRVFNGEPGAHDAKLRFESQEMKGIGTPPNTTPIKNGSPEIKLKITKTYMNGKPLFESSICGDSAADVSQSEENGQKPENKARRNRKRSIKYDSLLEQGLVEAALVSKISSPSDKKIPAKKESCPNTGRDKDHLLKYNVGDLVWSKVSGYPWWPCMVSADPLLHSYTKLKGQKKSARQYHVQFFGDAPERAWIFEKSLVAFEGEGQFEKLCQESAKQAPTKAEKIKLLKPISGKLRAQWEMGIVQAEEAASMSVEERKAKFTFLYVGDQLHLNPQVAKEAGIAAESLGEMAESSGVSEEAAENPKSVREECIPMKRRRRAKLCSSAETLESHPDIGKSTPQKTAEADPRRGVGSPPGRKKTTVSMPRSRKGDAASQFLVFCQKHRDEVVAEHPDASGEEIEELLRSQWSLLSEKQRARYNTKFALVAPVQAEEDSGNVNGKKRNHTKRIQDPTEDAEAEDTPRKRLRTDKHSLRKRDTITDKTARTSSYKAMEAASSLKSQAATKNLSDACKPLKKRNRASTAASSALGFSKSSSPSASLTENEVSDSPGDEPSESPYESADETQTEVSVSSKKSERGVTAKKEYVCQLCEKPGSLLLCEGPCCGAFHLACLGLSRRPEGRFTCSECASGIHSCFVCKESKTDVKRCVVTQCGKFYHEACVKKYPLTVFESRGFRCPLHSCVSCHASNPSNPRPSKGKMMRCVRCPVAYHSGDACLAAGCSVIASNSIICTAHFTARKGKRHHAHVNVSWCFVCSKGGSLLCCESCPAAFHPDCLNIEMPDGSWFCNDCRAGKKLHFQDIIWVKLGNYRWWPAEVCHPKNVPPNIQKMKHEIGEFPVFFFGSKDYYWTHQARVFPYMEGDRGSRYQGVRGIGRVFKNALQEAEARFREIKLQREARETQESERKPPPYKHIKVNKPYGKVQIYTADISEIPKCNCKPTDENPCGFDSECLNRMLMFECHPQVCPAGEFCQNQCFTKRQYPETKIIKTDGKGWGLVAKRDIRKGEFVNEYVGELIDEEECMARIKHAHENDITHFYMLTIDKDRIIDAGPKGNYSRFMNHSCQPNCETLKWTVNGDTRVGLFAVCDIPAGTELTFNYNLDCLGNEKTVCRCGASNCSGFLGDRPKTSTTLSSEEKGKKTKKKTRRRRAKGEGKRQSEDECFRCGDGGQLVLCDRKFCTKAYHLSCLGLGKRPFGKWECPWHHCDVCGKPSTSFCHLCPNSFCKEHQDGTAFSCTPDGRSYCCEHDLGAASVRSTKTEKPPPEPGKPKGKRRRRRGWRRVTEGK
# CDK5 inh: inhibitors of human CDK5/p35 kinase, primary screen, biochemical, single concentration; Recombinant CDK5/p35, ADP-Glo luminescence, 60 min; inhibition, % at 10 µM; 330,000 compounds, 0.01% hits; AID 488839, 2010;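 active = highest replicate inhibition of at least 50% and at least 75% of replicates reaching 50%; inconclusive = only one of the two criteria met; inactive = both criteria failed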;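 also: plate controls were DMSO neutral control for no effect and GW8510 at 10 µM for full effect; many of its hits are not listed in these tables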
# Wnt act: Wnt/beta-catenin pathway activators, primary screen, cell-based, plate reader, single point. Wnt/beta-catenin reporter cell assay, activator. activation, % at 9.35 µM. 300,000 compounds, 1.2% hits; in the data active = activation above about 30%, passing the limit was not always enough; inconclusive = no clear call, values can overlap the other calls;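 also: 0% = neutral control wells and 100% = positive control wells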
# Active calls of the source: *; u = inconclusive; x = no result given.
SMILES,HTR5A inv ag,V-ATPase pHluor,HTR5A ag ctr,SR-BI DiI inh,dFosB activator,PvdQ inh,MITF act,NSD2 HMT inh,CDK5 inh,Wnt act
CN(C)S(=O)(=O)N1CCC(Oc2ccc(C(=O)N3CCCCCCC3)cc2)CC1,0,1,0,28,-5,-7,29,-2,0.7,11
COc1ccc(S(=O)(=O)N2CCOC2CNC(=O)C(=O)NCc2ccncc2)cc1C (centres undefined),11,1,4,-20,-5,-1,-2,1,-1.9,-8
Cc1ccc(S(=O)(=O)NNc2ccccc2)cc1,-35,2,3,-22,1,17,-21,0,-0.9,5
Cc1ccc2c(c1)N(Cc1ccc([N+](=O)[O-])cc1)C=NS2(=O)=O,10,1,-3,4,3,-7,8,1,-1.7,-3
Cn1nnnc1SCC(=O)N1N=C(c2ccc(Cl)cc2)CC1c1ccco1 (centres undefined),8,3,-2,35,-6,-7,1,-1,-0.4,-1
CCOC(=O)C1CCCN(C(=O)c2cccc(S(=O)(=O)N3CCOCC3)c2)C1 (centres undefined),-15,2,5,-18,2,2,1,5,0.9,0
COC(=O)[C@H](C)N1C/C=C\COc2c(Cl)cc(Cl)cc2S1(=O)=O,1,1,-1,-8,-1,-14,-3,x,-0.1,-1
O=C(CCNC(=O)c1ccc(Cl)cc1)NCc1ccccc1Cl,5,-2,-2,-198,2,-17,3,2,0.8,1
Cc1[nH]c2ccc(Br)cc2c(=O)c1CN1CCCCCC1,-12,0,3,-23,8,9,1,3,0.6,-2
O=C(c1ncn(Cc2ccccc2)c1C(=O)N1CCc2ccccc2C1)N1CCc2ccccc2C1,-24,-3,5,-11,2,6,4,x,0.8,0
CCc1cc2c(cc3c(=O)n(CC(=O)N4CCN(C)CC4)ncn32)s1,5,3,0,0,-5,5,-4,12,1.5,0
Cc1ccc(C)c(N2CCN(S(=O)(=O)c3c(C(=O)N4CCCCC4)c(C)n(C)c3C)CC2)c1,1,1,1,-26,-8,-3,3,17,1.0,-5
CCOc1cc(C(=O)OCC(=O)N(C)c2ccccc2)cc(OCC)c1OCC,-9,0,3,x,-13,9,-5,-3,-2.5,-3
Cc1cc(=O)n2nc(N3CCCC(C(=O)NCc4ccccc4C)C3)sc2n1 (centres undefined),-34,-4,11,-8,0,-8,-17,x,3.2,-1
CCn1nnc(NC(=O)COc2ccc(C3CCCCC3)cc2)n1,-14,2,2,14,-10,-9,2,0,-0.5,0
CC1CC(C)CN(S(=O)(=O)c2ccc(C(=O)N(C)Cc3ccccc3)cc2)C1 (centres undefined),-12,-3,9,5,-8,-17,-11,-2,0.9,-2
CCC1CCCCN1C(=O)CSc1nc2c(c(=O)n(C)c(=O)n2C)n1C (centres undefined),-1,1,0,-6,3,9,-8,5,2.3,-1
C[C@H]1CN([C@@H](C)CO)C(=O)Cc2cc(NC(=O)CCC(F)(F)F)ccc2O[C@H]1CN(C)S(=O)(=O)c1ccc(F)cc1,-7,4,1,17,-8,-10,-22,x,-1.8,-5
COc1cc(OC)cc(C(=O)NCC2CCCN(Cc3ccc(SC)cc3)C2)c1 (centres undefined),-5,-2,1,27,-7,-16,-13,31,1.0,0
Cc1ccc(C(=O)Nc2ccc3c(c2)C(=O)N(CC2CCCO2)C3=O)cc1 (centres undefined),-13,-1,3,47,3,-17,0,-2,-2.4,-1
N#Cc1c(Oc2ccc3ccccc3c2)sc(C(=O)c2ccccc2)c1N,10,-26,2,28,5,-7,-21,1,-1.9,x
CC(C)(C)c1ccc(OCC(=O)O/N=C(\N)c2ccncc2)cc1,-11,0,6,-14,-12,-7,28,-1,0.2,9
COc1ccc(NC(=S)NCc2cccs2)c(OC)c1,0,10,0,1,1,-15,-13,2,0.0,x
CC(C)CCNC(=O)CN(C(=O)Cn1nnc(-c2ccccc2F)n1)c1cccc2c1CCCC2,-3,0,3,19,-4,-7,-8,-2,-0.7,x
CCOC(=O)c1c(S(=O)(=O)NCC(=O)Nc2cccc(C)c2C)c(C)n(C)c1C,-14,4,4,-21,-3,-5,0,0,-1.5,0
SMILES,HTR5A inv ag,V-ATPase pHluor,HTR5A ag ctr,SR-BI DiI inh,dFosB activator,PvdQ inh,MITF act,NSD2 HMT inh,CDK5 inh,Wnt act
Cc1cccc(NC(=O)COC(=O)c2cc3ccccc3oc2=O)c1,-19,-3,-2,-9,4,-1,-2,-9,1.2,-1
COc1ccc(NS(=O)(=O)c2csc(C(=O)N3CCCC3)c2)c(OC)c1,7,-1,-2,-37,0,-2,17,-1,1.6,0
COc1ccccc1Oc1ccc(Oc2ccccc2OC)cc1,0,0,0,48,2,-7,19,0,0.5,4
CCOc1ccc(S(=O)(=O)N2CCCCC2)cc1NC(=O)Cc1ccsc1,-17,0,7,8,-13,-16,x,0,-1.4,5
O=C(Nc1ccccc1)c1nc[nH]c1C(=O)NCCCCNC(=O)c1[nH]cnc1C(=O)Nc1ccccc1,2,-2,7,3,7,4,-6,x,1.4,-5
COc1ccc(NC(=O)COc2ccc(C(=O)OCC(=O)N(C(C)C)C(C)C)cc2OC)cc1,6,2,-3,47,-11,-2,1,-3,1.5,-1
COc1ccc(/C=C2\SC(=O)N(CC(=O)Nc3ccc(F)cc3)C2=O)cc1O,4,1,-1,4,19*,-6,8,0,1.1,0
CC(=O)Nc1ccc(NC(=O)c2cccc(-c3cc4ccccc4oc3=O)c2)cc1,9,-1,-3,33,5,-13,13,-2,-0.5,4
O=C(OCc1ccccc1)C1=NNC2C(=O)N(c3ccc(Br)cc3)C(=O)C12 (centres undefined),x,0,x,-5,2,-14,x,0,0.2,5
O=C1S/C(=C/c2ccc(N3CCOCC3)o2)C(=O)N1Cc1c(F)cccc1Cl,-20,-2,1,35,-6,-1,x,x,1.5,x
CCOC(=O)CN1C(=O)C(O)=C(C(C)=O)C1c1ccc([N+](=O)[O-])cc1 (centres undefined),-25,0,-1,-17,1,-12,-9,9,-0.2,-3
CN(C)CCCNC(=O)C[C@H]1C[C@H](C(=O)N2CCCCC2)[C@@]2(C)c3[nH]c4cc(CCC(=O)N(C)C)ccc4c3CCN2C1=O,2,-3,-1,-6,0,-2,6,x,-0.3,-10
O=C(CCc1nc2ccccc2c(=O)[nH]1)NNC(=O)c1ccccc1Cl,0,4,0,23,-5,-5,-1,6,0.7,-3
Cc1cc(NC(=O)c2cc(C(C)C)on2)no1,-40,2,2,15,6,-1,76,2,0.4,x
CSCCC(NS(=O)(=O)c1ccc(C)cc1)C(=O)N1CCN(C(C)=O)CC1 (centres undefined),-6,1,1,-7,-7,13,-15,x,0.1,1
c1ccc2sc(NCC3CCCO3)nc2c1 (centres undefined),13,-4,4,-16,-5,-12,55,-2,-0.6,-1
CCCC(C(=O)NCCC(C)C)N(Cc1ccccc1)C(=O)c1snc(C(N)=O)c1N (centres undefined),3,1,-1,-8,-6,-8,-24,-5,-2.9,-3
COc1cc(/C=N/NC(=O)c2ccoc2C)ccc1OCCN1CCCCC1,-40,0,1,3,5,1,8,0,0.1,1
Fc1ccc(-c2ccnc(=S)[nH]2)cc1,9,5,4,-4,3,0,13,7,2.4,4
CC1CC(OCC(O)CN2CCCCC2C)CC(C)(C)C1 (centres undefined),-1,-2,0,-20,-15,-24,3,1,1.0,-4
COC(=O)Cn1c(Cc2ccccc2)nc2ccccc21,-6,1,2,9,-6,-7,-5,1,-0.8,0
COc1ccc(C(=O)Nc2c3c(nn2-c2cccc(Cl)c2)CS(=O)C3)cc1 (centres undefined),7,5,-5,-21,-6,-15,13,x,-0.9,x
Cc1cc(NC(=O)c2ccc(F)cc2)n(C)n1,-8,0,2,x,3,-11,-4,-3,-1.0,1
NC1=NC[C@H](c2ccccc2)N1CCc1cccc(F)c1,-17,2,-3,-3,-2,-9,5,x,0.5,-3
COc1cccc(C2C=C(c3ccc(OC)cc3OC)Nc3nnnn32)c1 (centres undefined),-9,1,0,49,-6,0,-11,x,1.8,x
SMILES,HTR5A inv ag,V-ATPase pHluor,HTR5A ag ctr,SR-BI DiI inh,dFosB activator,PvdQ inh,MITF act,NSD2 HMT inh,CDK5 inh,Wnt act
CCOc1ccc(-c2nnn(CC(=O)NCc3ccco3)n2)cc1,-13,0,5,5,-5,-10,6,-3,-1.3,11
COc1cc(NC(=S)NCCCN2CCOCC2)cc(OC)c1,8,1,-4,5,-1,-4,3,-1,-1.7,0
COc1ccc(-n2cnc3c(sc4nccc(N(C)C)c43)c2=O)cc1,10,-3,-2,28,6,-1,16,-7,1.0,-8
CC(c1ccccc1)N1C(=O)NC(NC(=O)C(C)(C)C)(C(F)(F)F)C1=O (centres undefined),17,-8,-5,-10,-9,-11,1,-2,-1.3,-2
CC1=C([N+](=O)[O-])C(c2ccc(Cl)cc2)NC(=O)N1 (centres undefined),-9,0,2,-9,-1,-8,6,0,-0.6,0
Cn1cc(CCNC(=O)CCc2nnc(CCCCc3ccccc3)o2)cn1,2,0,-1,-5,-10,-9,2,0,1.8,3
C=CCNc1nnc(SCC(=O)N2CCCCC2)c2ccccc12,-47,1,-1,24,-12,-8,-11,4,1.3,x
CCOc1ccc(Nc2cc(C)c3ccccc3n2)cc1,-15,-3,4,-1,-4,-11,u,8,0.8,13
C=CCNCC(O)COc1ccc(C(C)=O)cc1OC (centres undefined),-2,-1,2,x,-10,-18,-6,18,-0.4,11
Nc1[nH]nc2nc(-c3ccccc3)[nH]c(=O)c12,-11,-2,3,-15,-1,0,2,0,0.6,3
Cc1ccc(OCCCC(=O)Nc2ccc(Br)cc2)cc1,5,-4,-1,7,3,1,x,1,-2.0,1
Cc1ccc(CSc2nnc(NC(=O)C3COc4ccccc4O3)s2)cc1 (centres undefined),-32,0,5,-43,-1,-7,x,0,0.0,-3
CCOC(=O)c1c(C)n(-c2ccc(C)cc2)c2ccc(OCC(O)CNCCCO)cc12 (centres undefined),12,-3,-4,3,9,-5,-68,x,-0.3,-10
CC12C(=O)N(NC(=O)c3ccncc3)C(=O)C1C1C=CC2C1 (centres undefined),1,2,0,-5,2,-13,18,2,0.4,-1
CCCOc1ccc(C2C3=C(CCCC3=O)N(CC(=O)O)C3=C2C(=O)CCC3)cc1OCC,-15,0,4,-7,-8,3,x,0,0.2,-1
C=CCC[C@@H](Cc1ccc(F)cc1)C(=O)OC[C@H](Cc1c[nH]c2ccccc12)NC(=O)[C@@H](CC=C)CC(=O)N(CCO)Cc1ccccc1,-1,-2,-5,46,-10,-19,-9,x,0.0,-14
O=C(N=Nc1c(O)[nH]c2ccccc12)c1ccc(CN2CCOCC2)cc1,-12,9,5,-3,-3,-2,4,-1,-0.2,-3
